B2AR arrestin: recruits beta-arrestin to the human beta2-adrenergic receptor. P07550. beta-arrestin recruitment to beta2AR, cell-based reporter. Potency, µM (top dose mostly 46.1 µM), for inactives: at the highest dose activation, most hits filed as activators. 330,000 tested, 0.02% active. AID 492947;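 further: potency means the concentration at half of the fitted maximal effect; 0% = DMSO controls and full agonism = EC100 isoproterenol or metaproterenol; nearly all actives have a fitted effect of over 65% in size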
Target sequence (P07550 whole entry, looked up): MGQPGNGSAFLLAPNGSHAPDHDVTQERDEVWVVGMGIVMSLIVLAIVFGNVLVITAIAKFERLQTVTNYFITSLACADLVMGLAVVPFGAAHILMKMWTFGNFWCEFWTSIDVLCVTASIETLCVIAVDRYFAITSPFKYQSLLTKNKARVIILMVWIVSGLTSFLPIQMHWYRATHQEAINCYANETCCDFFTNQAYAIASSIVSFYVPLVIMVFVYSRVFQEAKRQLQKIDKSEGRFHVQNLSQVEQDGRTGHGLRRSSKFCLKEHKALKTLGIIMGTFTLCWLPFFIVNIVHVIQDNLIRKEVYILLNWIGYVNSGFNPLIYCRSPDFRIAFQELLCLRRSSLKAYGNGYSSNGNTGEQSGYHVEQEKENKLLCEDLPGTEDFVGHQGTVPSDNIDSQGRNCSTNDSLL
BRCA1 expr act: BRCA1 expression activation. AID 624202. MCF7-BRCA1-FFLuc reporter, luminescence, 48 h; response scale: scaled: vehicle 0%, 10 µM genistein 100%. Potency, µM (top dose mostly 46.1 µM), inactives show at the highest dose activation, usual class: activators. 380,000 tested, 1.1% active; further: potency means the concentration at half of the fitted maximal effect; nearly all actives have a fitted effect of over 80% in size; some results filed as inactive show a strong effect at the top dose
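First, MCF7-BRCA1-FFLuc cells (2000/well) attach for 2 h; next, compounds are pin-added and incubated 48 h at 37 °C; finally, luciferase reagent is added and luminescence read after 15 min.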
ELG1 genotoxic: inducers of genotoxicity in HEK293T ELG1-luciferase cells. HEK293T ELG1-luciferase reporter, luminescence, 16 h. Potency, µM (highest dose often 46 µM), for the others: at the top dose activity change, positive = activation, most hits filed as activators. 330,000 tested, 1.3% active. AID 504466; further: potency means the concentration at half of the fitted maximal effect; % of control where 0% means no effect; nearly all actives have a fitted effect of over 60% in size
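Quantitative HTS format in 1536-well plates. HEK293T ELG1-luciferase reporter cells receive test compound and are incubated 16 hr at 37 °C, 5% CO2; ONE-Glo added, 30 min room temperature, then luminescence read.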
TSG101-PTAP inh: blocks PTAP/TSG101 interaction to inhibit HIV-1 budding. Fluorescence polarization, FITC-PTAP peptide / Tsg101 binding. Q99816. AID 493005. Potency, µM (series often up to 115 µM), for the others: top-dose activity change, negative = inhibition, usual class: inhibitors. 340,000 tested, under 10 active; active means well fitted inhibition curve with a large enough effect in the main read-out, with a control signal flat, not every such curve was filed as active; inconclusive means small, poorly fitted or top-dose-only effect, or effect the other way, or a change in a side signal; inactive means no such curve, though single readings can be large or run the other way; further: potency means the concentration at half of the fitted maximal effect; % of control where 0% means no effect
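Fluorescence polarization binding of Tsg101 binding domain (10 uM final) to FITC-labeled PTAP peptide (50 nM final) in HEPES pH 7.5 buffer with NaCl, Tween 20, EDTA, TCEP. Compounds added before peptide; binding 20 min at RT.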
TRPV1 ag: human TRPV1 agonism. Q8NER1. TRPV1-expressing cells, Fluo-8 calcium influx, agonist mode. activation, % at 8.33 µM. 320,000 tested, 0.19% active; in the data active means activation above about 80%; inconclusive means between about 30% and that limit; further: 0% is about no effect
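TRPV1-expressing cells were cultured overnight at 35.5C and loaded with Fluo-8 calcium dye for 40 to 90 min at room temperature. After a 10 s baseline, compound was added and calcium influx was read kinetically for 3 min (ex 480/em 520 nm).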
p53 reactivation: mutant p53 re-activation in reporter cells | 320,000 tested, 0.063% active | AID 504706 | H1299 p53-A138V BP100-luciferase reporter, luminescence, 24 h | Potency, µM (series often up to 92.2 µM), inactives show at the top dose activity change, positive = activation, most hits filed as activators; further: potency means the concentration at half of the fitted maximal effect; % of control where 0% means no effect; nearly all actives have a fitted effect of over 45% in size
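H1299 (p53-null), stable ts p53-A138V + BP100-Luc; 1000 cells/well, Opti-MEM/10% FBS; cpd 4 pt, 1:5; 24 h, 37 deg C, 5% CO2; detection reagent 10 min RT; luminescence.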
uPA generation: cell surface uPA generation inhibition; cell surface uPA generation assay, qHTS; Potency, µM (doses to about 38.3 µM), without a hit: at the highest dose activity change, negative = inhibition, actives largely listed as inhibitors; 330,000 tested, 0.31% active; active means well fitted inhibition curve with a large enough effect; inconclusive means small, poorly fitted or top-dose-only effect; inactive means no such curve, though single readings can be large or run the other way; tested in mouse RAW 264.7 cells; further: potency means the concentration at half of the fitted maximal effect; on the % scale 0 is the no-effect control and ±100 the full control effect; nearly all actives have a fitted effect of over 55% in size
USP2a block: inhibitors of human ubiquitin-specific protease USP2a; Potency, µM (series often up to 38.3 µM), inactives show top-dose activity change, negative = inhibition, actives largely listed as inhibitors; 330,000 tested, 0.01% active; USP2 core, Ub-CHOP2 coupled fluorogenic reporter, 485/531;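 further: potency means the concentration at half of the fitted maximal effect; plate controls were DMSO wells for no effect and full inhibition by NEM control for full effect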
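Cell-free coupled assay: 10nM USP2 core preincubated 30min RT with compound in Tris-HCl pH 8.0/CaCl2/CHAPS buffer, then 25nM Ub-CHOP2 and 25nM reporter substrate; fluorescence (Ex 485/Em 531) read after 60min RT, normalized to NEM inhibition, concentration-response curves fitted.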
S-ASM inh: blocks human secretory acid sphingomyelinase; P17405; placental ASM, HMU-PC fluorogenic substrate, 60 min; AID 504937; Potency, µM (top dose mostly 57.5 µM), inactives show at the highest dose activity change, negative = inhibition, actives largely listed as inhibitors; 340,000 tested, 0.006% active; further: potency means the concentration at half of the fitted maximal effect
Target sequence (P17405 47-631 limits assumed): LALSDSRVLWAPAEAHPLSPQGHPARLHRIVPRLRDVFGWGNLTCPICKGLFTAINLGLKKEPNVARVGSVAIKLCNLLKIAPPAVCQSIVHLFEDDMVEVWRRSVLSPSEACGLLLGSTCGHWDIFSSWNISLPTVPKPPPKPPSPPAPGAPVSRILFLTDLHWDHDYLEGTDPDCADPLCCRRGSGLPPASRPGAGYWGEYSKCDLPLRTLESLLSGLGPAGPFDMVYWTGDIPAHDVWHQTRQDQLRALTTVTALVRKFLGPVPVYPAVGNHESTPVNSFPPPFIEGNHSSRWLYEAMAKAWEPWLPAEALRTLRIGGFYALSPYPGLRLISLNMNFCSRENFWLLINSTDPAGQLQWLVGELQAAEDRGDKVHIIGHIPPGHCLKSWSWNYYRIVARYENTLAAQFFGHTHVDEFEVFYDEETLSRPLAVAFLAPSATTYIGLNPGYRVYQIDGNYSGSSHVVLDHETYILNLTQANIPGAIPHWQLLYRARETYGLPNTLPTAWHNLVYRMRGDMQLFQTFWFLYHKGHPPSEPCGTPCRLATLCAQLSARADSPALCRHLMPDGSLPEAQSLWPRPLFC
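HMU-PC0 cleavage (9 uM final) by human placental ASM, 60 min at 37 °C following 10 min compound exposure at RT; stopped at pH 10, fluorescence Ex 386/Em 447 nm.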
Integrin act MD: activators of alpha7 integrin expression for muscular dystrophy; alpha7betagal myoblasts, beta-gal FDG fluorescence, 48 h; Potency, µM (highest dose often 38.3 µM), for inactives: top-dose activation, hits mostly activators; 350,000 tested, 0.064% active; AID 624291;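 further: potency means the concentration at half of the fitted maximal effect; 100% = response of the positive control SU9516; nearly all actives have a fitted effect of over 60% in size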
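Alpha7betagal+/- myoblasts (passage 13) were plated 16-24 hr, then exposed to compounds (1:260 dilution of DMSO stock) for 48 hours at 37C. After MPER lysis, β-galactosidase reporter activity was read as FDG fluorescence (ex 480/em 540) after 30 minutes.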
Eya2 inh: Eya2 (human) phosphatase inhibition; 330,000 tested, 0.006% active; Potency, µM (doses to about 76.9 µM), inactives show top-dose activity, negative = inhibition, actives largely listed as inhibitors; AID 488837; recombinant Eya2, OMFP fluorescence dephosphorylation (OMFP is methylfluorescein phosphate); further: potency means the concentration at half of the fitted maximal effect; on the % scale 0 is the no-effect control and ±100 the full control effect
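Eya2 (0.2 uM) preincubated 10 min at ambient with compound, then OMFP substrate added at 50 uM; 10 min reaction in 50 mM HEPES pH 7.5, 50 mM NaCl, 5 uM MgCl2, 0.05% BSA, 1 mM DTT. Fluorescence read at Ex 485/Em 525 nm.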
The depositor's hits bear a star; ? = inconclusive; . = no result given; [ ] = remark or other dose. Unless noted, the call rests on the fitted dose curve; in most records, active means well fitted curve in the direction sought with a large enough effect; inconclusive means small, poorly fitted or top-dose-only effect, or another doubt; inactive means no such curve, though single readings can be large; an effect the other way counts as inactive or inconclusive.

mol | B2AR arrestin | BRCA1 expr act | ELG1 genotoxic | TSG101-PTAP inh | TRPV1 ag | p53 reactivation | uPA generation | USP2a block | S-ASM inh | Integrin act MD | Eya2 inh
O=C(CN1C(=O)CCSc2ccccc21)NC1CCCCC1 | -0.1% | -5% | 2% | 2% | 6 | 3% | 15% | -1% | 2% | ? | -10%
Cc1ccc2c(C)c(C(=O)N(C)C(C)c3ccncn3)oc2c1C (centres undefined) | -0.1% | 61% | 0% | -2% | 5 | -10% | 1% | 2% | -1% | 9% | -1%
O=C(c1ccco1)N1CCN(CC(=O)N(C2CCCCC2)C2CCS(=O)(=O)C2)CC1 (centres undefined) | -0.5% | -16% | 2% | 1% | 0 | -8% | 1% | 0% | 2% | 13% | -1%
CC(=O)c1ccc(COC(=O)c2cc3ccccc3oc2=O)cc1 | -1.0% | 27% | 17% | -1% | 0 | 17% | 6% | 5% | -1% | 19% | -3%
COc1ccc(NC(=S)N(CCCN2CCOCC2)Cc2ccco2)cc1 | -0.1% | -8% | 12% | -5% | 3 | 0% | -2% | 2% | 5% | 4% | -1%
COC(=O)C1=C(C)N(CC2CCCO2)C(=O)/C1=C\c1ccc(O)cc1 (centres undefined) | 4.7% | -22% | -1% | -5% | 10 | 22% | -9% | 1% | -2% | -14% | -15%
COc1cc(OC)c(C=CC(=O)c2ccccc2O)c(OC)c1 | . | 0% | . | -1% | . | . | -8% | . | ? | -33% | .
O=C(NCCc1ccccc1)C1CCN(S(=O)(=O)c2ccccc2)CC1 | -0.2% | 7% | 0% | -7% | 23 | -1% | . | 0% | 2% | -11% | 0%
Cc1ccc(NC(=O)C2(S(=O)(=O)c3ccc(Cl)cc3)CC2)c(Br)c1 | -0.9% | -24% | 0% | -10% | 1 | 0% | -1% | -2% | -2% | 0% | -11%
COc1ccc(S(=O)(=O)N2CCCCC2)cc1NC(=O)CCCOc1ccc(C)cc1 | 0.1% | -28% | -2% | -6% | 4 | -1% | -5% | 0% | -5% | 0% | 1%
CC(C)c1ccc(/C=N/NC(=O)c2ccccc2Cl)cc1 | -0.1% | 27% | ? | -1% | ? | ? | 3.2µM* | 2% | -5% | -41%[inhibitor] | -1%
COc1cc2c(cc1OC)C(c1cc(OC)c(OC)c(OC)c1)NCC2 (centres undefined) | -0.8% | 6% | 0% | -7% | 6 | -8% | -2% | 1% | -2% | 14% | -21%
C/C(=N/NC(=O)c1cc(-c2ccc(Br)s2)[nH]n1)c1ccco1 | -1.6% | 13% | 4% | -2% | 1 | -5% | 3% | -4% | -2% | 26% | -13%
Cc1ccc(S(=O)(=O)N(C)C)cc1NC(=S)NCCCn1ccnc1 | -0.1% | 0% | 0% | -2% | -1 | -1% | 2% | 8% | 1% | 0% | 7%
O=c1oc2cc(OCc3ccc(F)cc3F)ccc2cc1-c1ccc2ccccc2n1 | -0.2% | . | 1% | . | -2 | 4% | . | 4% | . | . | 5%
CCn1c(SCC(=O)c2cc(C)ccc2C)nc2cc(S(=O)(=O)N3CCOCC3)ccc21 | -0.9% | -45% | 2% | -2% | ? | -14% | 0% | 1% | -2% | -4% | -12%
Cc1ccc2sc(-c3ccc(NC(=O)/C=C\C(=O)O)cc3)nc2c1 | -0.1% | 33% | ? | -2% | -14 | 2% | -15% | -3% | 174%[activator] | 13% | 14%
Cc1ccc2[nH]c(=O)c3cc(C(=O)N(C)Cc4ccco4)sc3c2c1 | 4.3% | -31% | -3% | -1% | . | 8% | ? | -1% | 28% | 10% | 8%
Cc1ccc(C(=O)CCC(=O)OCC(=O)N(C)c2c(N)n(Cc3ccccc3)c(=O)[nH]c2=O)cc1 | 0.4% | -1% | 3% | -3% | -4 | 9% | 4% | 2% | 0% | -22% | 6%
O=C(Nc1nc(-c2cccs2)c(C(=O)C(F)(F)F)s1)c1ccco1 | 0.1% | -3% | -10% | -1% | 4 | -2% | ? | 0% | -10% | -19% | -4%
COc1ccc(C(=O)NCC(=O)OCC(=O)c2ccc3c(c2)NC(=O)CO3)cc1 | -0.2% | 2% | 3% | -5% | -4 | 0% | 2% | 3% | -2% | -18% | ?
CC(C)(C)NS(=O)(=O)c1ccc2nc(NC(=O)Cc3cccs3)sc2c1 | 0.3% | -65% | 2% | 0% | 3 | -13% | -12% | -4% | -25% | -26% | -21%
Cc1ccc(NC(=O)CCSc2nnc(C)s2)cc1 | -0.1% | 14% | 2% | -2% | 16 | 22% | 4% | 5% | -1% | -12% | 5%
O=C1C=C(c2cccc(Br)c2)C[C@@H](c2ccc(F)cc2)C1 | 0.1% | 0% | -3% | -4% | ? | 13% | 1% | -16% | -7% | 4% | 4%
CSc1cccc(NC(=O)CSc2ccc(Cl)cc2)c1 | 0.3% | 0% | 5% | -3% | ? | 5% | 4% | 4% | -4% | 15% | 2%
C=CCN(CC=C)Cc1c(C)[nH]c2c(C)c(C)ccc2c1=O | -1.1% | -17% | 1% | 1% | -3 | -3% | 0% | 1% | -1% | 6% | 3%
CN(C(=O)COC(=O)CSc1cc(Cl)ccc1Cl)c1c(N)n(Cc2ccccc2)c(=O)[nH]c1=O | -0.5% | -11% | 0% | 0% | 4 | -8% | 1% | 2% | 3% | 0% | 7%
Cc1cc(C)c(OCCN2CCCC2)c(Cl)c1 | -0.3% | -1% | -8% | -5% | -1 | . | -1% | 0% | 0% | -10% | 7%
COC(=O)c1ccccc1NC(=O)c1ccc2c(c1)C(=O)N(Cc1ccco1)C2=O | . | -10% | . | -3% | . | . | 2% | . | -1% | -3% | .
O=C(N/N=C1\CC2CC=CC12)c1ccc(COc2ccccc2)cc1 (centres undefined) | -0.4% | 7% | 1% | -5% | 12 | 12% | 4% | 4% | -2% | 10% | 5%
Cc1cccc(/C=c2\s/c(=C\C(=O)C(C)(C)C)[nH]c2=O)c1 | -0.2% | -67% | -7% | 0% | 5 | -16% | -10% | -11% | -21% | -12% | 18%
O=C(CCNS(=O)(=O)c1cccs1)NCc1ccccc1 | -0.1% | 9% | -1% | 0% | -1 | 7% | -8% | 0% | 2% | -3% | -10%
CCCc1cc(C(=O)Cc2ccc(C(=O)OCC)o2)c(O)cc1O | 4.7% | -30% | -9% | 2% | 21 | 13% | 5% | -1% | -5% | 0% | 5%
CC(=O)C[C@H]1c2ccccc2S(=O)(=O)N1C1CCCC1 | . | 0% | . | -2% | . | . | -3% | . | 3% | 28% | .
O=C(O)CC(C(=O)OCCOc1ccccc1)N1CCOCC1 (centres undefined) | 0.2% | 15% | 0% | -1% | 3 | -1% | 0% | 8% | -1% | 12% | -22%
CCNC(=S)N1CCN(C(c2ccccc2)c2ccccc2)CC1 | -0.2% | -14% | -8% | -4% | -2 | -6% | -3% | -5% | -3% | 7% | -6%
CCOc1ccccc1-c1nc(SCC(=O)O)n[nH]1 | -0.4% | -15% | 1% | -4% | 9 | -1% | 2% | 0% | 2% | -5% | -6%
CC(=O)N1CCN(c2ccc(NC(=O)C(C)Oc3ccc(Cl)cc3Cl)cc2)CC1 (centres undefined) | -0.4% | -15% | 0% | -3% | 3 | -5% | -4% | 0% | -2% | 4% | -10%
Cn1c(NC(=O)C2CCCO2)cc(=O)n(C)c1=O (centres undefined) | -0.1% | 12% | 1% | -1% | -1 | -1% | -1% | -5% | 1% | -5% | -2%
C[C@@H](NC(=O)c1ncn(C)c1C(=O)N[C@H](C)c1ccccc1)c1ccccc1 | 0.1% | -4% | 0% | 3% | 23 | -11% | 1% | -1% | 0% | -5% | -25%
CC(=O)c1ccc(S(=O)(=O)N2CCN(c3nn(C)c(=O)n(C)c3=O)CC2)cc1 | -0.3% | 0% | 1% | -1% | -2 | -6% | 13% | 1% | 4% | 16% | 5%
CCO[C@@H]1OC(C(=O)N2CCOCC2)=C[C@H](C2CC2)[C@H]1CCCO | -0.1% | 4% | 7% | -1% | 5 | 3% | -10% | -3% | 7% | 40% | -9%
CCOC(=O)c1sc(N)nc1C(C)C | 0.2% | -8% | 2% | 1% | -6 | -5% | -9% | 0% | -1% | -9% | ?
COc1ccccc1C1/C(=C(/O)c2ccc(OC(C)C)cc2)C(=O)C(=O)N1c1cc(C)on1 (centres undefined) | -0.2% | -3% | -16% | -7% | -8 | -3% | -5% | 1% | 0% | 21% | 10%

Screening data from PubChem.

Outcome played no part in choosing rows. Share with any hit: about 2.6%.
